Screens deposited in PubChem BioAssay by National Center for Advancing Translational Sciences (NCATS).
ELG1 DNA repair: qHTS screen for small molecules that inhibit ELG1-dependent DNA repair in human embryonic kidney (HEK293T) cells expressing luciferase-tagged ELG1. HEK293T ELG1-luciferase reporter, luminescence, 16 h; DNA damage induced by 5-fluorouridine. Potency, µM (highest dose often 46.1 µM), without a hit: top-dose activity change, negative = inhibition, hits mostly inhibitors. 330,000 tested, 2.3% active. AID 504467, 2011; further: potency means the concentration at half of the fitted maximal effect; on the % scale 0 is the no-effect control and ±100 the full control effect; nearly all actives have a fitted effect of over 55% in size
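Reporter activity after DNA damage by 5-fluorouridine is monitored. Compound-treated cells incubate 16 hr at 37 °C, then ONE-Glo is added for 30 min before luminescence reading.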
TCR activator: Activators of T cell receptors: qHTS campaign; AID 504894, 2011; primary human leukocytes, anti-CD3, IL-2 HTRF, 48 h; Potency, µM (series often up to 9.22 µM), without a hit: top-dose activation of IL-2 secretion, most hits filed as activators; 330,000 tested, under 10 active; further: % of control where 0% means no effect
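Primary human leukocytes were stimulated with a-CD3 beads plus compounds for 48 hr without co-stimulation; secreted IL-2 was quantified by HTRF using a-IL-2-K (europium cryptate) and a-IL-2-d2, excited at 320nm with acceptor emission read at 665nm.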
KCNH2 WT inh: qHTS for Inhibitors of KCHN2 3.1: Wildtype qHTS; activity change, % at 1.84 µM; AID 720551, 2013; 340,000 tested, 0.37% active; U2OS, BacMam KCNH2, thallium flux FluxOr; stronger effect = lower value; Voltage-gated inwardly rectifying potassium channel KCNH2 (Homo sapiens), Q12809;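 active means maximum activity change below -70%; inconclusive means maximum activity change between -70% and -50%; inactive means maximum activity change above -50%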; further: on the % scale 0 is the no-effect control and ±100 the full control effect
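U2OS cells were transduced with wild-type KCNH2 virus (2.03 x 10^8 / mL) for 4 h at room temperature, then cultured overnight at 37 C. Thallium flux was read with FluxOr dye. Rate constants were normalized to DMSO controls.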
KCNH2 3.1 inh: qHTS for Inhibitors of KCHN2 3.1: Mutant qHTS; 340,000 tested, 0.95% active; Potassium voltage-gated channel subfamily H member 2, brain isoform KCNH2 3.1 (human); activity change, % (tested at about 1.8 µM); AID 720553, 2013; U2OS KCNH2 3.1, thallium flux FluxOr; stronger effect = lower value;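 active means maximum activity change below -70%; inconclusive means maximum activity change from -70% to -50%; inactive means maximum activity change above -50%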;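 further: thallium influx rate constant from kinetic fluorescence after stimulation buffer; on the % scale 0 is the no-effect control and ±100 the full control effect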
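Normalized rate constant (relative to positive and negative DMSO controls) derived from a 2 min kinetic fluorescence read after stimulation; U2OS cells expressing the 3.1 isoform via virus at 1.77 x 10^8 /mL.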
TSHR antagonist: Antagonists of the Thyroid Stimulating Hormone Receptor: HTS campaign; 330,000 tested, 0.2% active; activity change, negative = inhibition, % at 11.5 µM; AID 504810, 2011; TSHR-expressing cells, TSH-stimulated cAMP HTRF, 2 h; stronger effect = lower value; Thyrotropin receptor (Homo sapiens), P16473;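 active means activity change below a set negative limit, meaning inhibition stronger than a set level, cut at about -70% in these data; inconclusive means activity change between two set negative limits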; further: on the % scale 0 is the no-effect control and ±100 the full control effect
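Inhibition of cAMP made by TSHR-expressing cells under TSH stimulation (4nM final, EC80; 2 h, 37 deg C) is quantified with a one-step lysis HTRF kit, anti-cAMP cryptate versus cAMP-d2.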
Mito fusion act: qHTS Assay for Small Molecule Inhibitors of Mitochondrial Division or Activators of Mitochondrial Fusion; S. cerevisiae fusion-defective mutant growth rescue, CellTiterGlo 48 h; 320,000 tested, 0.23% active; AID 485298, 2010; Potency, µM (titrated, usually from 46.1 µM), inactives show at the top dose growth rescue (activation), most hits filed as activators;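 further: potency means the concentration at half of the fitted maximal effect; % of control where 0% means no effect; nearly all actives have a fitted effect of over 45% in size; temperature-sensitive fusion mutants such as fzo1-1 at 37 °C on non-fermentable ethanol glycerol medium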
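S. cerevisiae fusion-defective temperature-sensitive mutants (e.g. fzo1-1, mgm1-5) grown 48 h at 37C in YPEG (ethanol/glycerol non-fermentable) medium with 23 nl compound per well; growth rescue read as CellTiterGlo luminescence.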
USP2a inh: qHTS Assay for Inhibitors of Ubiquitin-specific Protease USP2a Using CHOP2 as the Reporter; Ubiquitin carboxyl-terminal hydrolase 2 (Homo sapiens), O75604; USP2 core, Ub-CHOP2 coupled fluorogenic reporter, 485/531; Potency, µM (highest dose often 38.3 µM), inactives show at the top dose activity change, negative = inhibition, usual class: inhibitors; 330,000 tested, 0.01% active; AID 463254, 2010;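 further: potency means the concentration at half of the fitted maximal effect; plate controls were DMSO wells for no effect and full inhibition by NEM control for full effect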
Target sequence (O75604 whole entry, looked up): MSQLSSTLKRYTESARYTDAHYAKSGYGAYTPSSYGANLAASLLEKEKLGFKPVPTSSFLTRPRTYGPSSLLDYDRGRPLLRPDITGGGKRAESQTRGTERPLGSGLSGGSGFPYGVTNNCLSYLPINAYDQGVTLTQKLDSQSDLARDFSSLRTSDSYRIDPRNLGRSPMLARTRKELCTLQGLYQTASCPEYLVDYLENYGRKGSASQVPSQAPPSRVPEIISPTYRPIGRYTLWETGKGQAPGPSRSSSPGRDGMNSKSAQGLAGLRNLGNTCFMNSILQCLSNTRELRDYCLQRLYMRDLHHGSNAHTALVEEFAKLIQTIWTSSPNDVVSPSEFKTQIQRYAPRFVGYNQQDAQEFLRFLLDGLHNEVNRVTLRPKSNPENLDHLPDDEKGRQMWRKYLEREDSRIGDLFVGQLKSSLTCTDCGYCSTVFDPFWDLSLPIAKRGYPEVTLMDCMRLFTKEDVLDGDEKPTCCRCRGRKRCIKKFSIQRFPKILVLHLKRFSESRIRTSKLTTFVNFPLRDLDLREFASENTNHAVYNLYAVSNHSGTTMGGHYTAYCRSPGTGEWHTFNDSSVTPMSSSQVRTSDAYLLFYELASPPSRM
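USP2 core (10nM final) preincubated 30min RT with compound in 20mM Tris-HCl pH 8.0, 2mM CaCl2, 2mM beta-mercaptoethanol, 0.05% CHAPS; 25nM Ub-CHOP2 plus 25nM reporter substrate added, fluorescence (Ex485/Em531) read after 60min.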
TRPV1 agonist: HTS Assay for Compounds that Act as Agonists of the Vanilloid Receptor 1; Transient receptor potential cation channel subfamily V member 1 (Homo sapiens), Q8NER1; TRPV1-expressing cells, Fluo-8 calcium influx, agonist mode; activation, % at 8.33 µM; 320,000 tested, 0.19% active; AID 540275, 2011; in the data active means activation above about 80%; inconclusive means between about 30% and that limit; further: 0% is about no effect
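TRPV1-expressing cells were cultured overnight at 35.5C and loaded with Fluo-8 calcium dye for 40 to 90 min at room temperature. After a 10 s baseline, compound was added and calcium influx was read kinetically for 3 min (ex 480/em 520 nm).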
AT treatment: qHTS Assay for Identifying a Potential Treatment of Ataxia-Telangiectasia; […] A-T fibroblasts, KAP-1 phosphorylation AlphaLISA; neocarzinostatin DNA damage 30 min before lysis; 320,000 tested, 0.19% active; AID 485349, 2010; Potency, µM (highest dose often 57.5 µM), for inactives: at the highest dose activation, most hits filed as activators; further: potency means the concentration at half of the fitted maximal effect; % of control where 0% means no effect; nearly all actives have a fitted effect of over 45% in size
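hTERT-immortalized A-T patient fibroblasts ([…]), 500 cells/well in OPTI-MEM, 1% FBS, got compounds for 60 min, then NCS for 30 min at 37C. Lysates were then assayed for phospho-KAP-1 by AlphaLISA (anti-pKAP1 donor, anti-KAP1 acceptor beads), 6 hr at 25C.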
Eya2 inh: qHTS Assay for Inhibitors of the Phosphatase Activity of Eya2; Protein phosphatase EYA2 (Homo sapiens), O00167; recombinant Eya2, OMFP fluorescence dephosphorylation (OMFP is methylfluorescein phosphate); Potency, µM (highest dose often 76.9 µM), inactives show at the top dose activity, negative = inhibition, hits mostly inhibitors; 330,000 tested, 0.006% active; AID 488837, 2010; further: potency means the concentration at half of the fitted maximal effect; on the % scale 0 is the no-effect control and ±100 the full control effect
Target sequence (O00167 whole entry, looked up): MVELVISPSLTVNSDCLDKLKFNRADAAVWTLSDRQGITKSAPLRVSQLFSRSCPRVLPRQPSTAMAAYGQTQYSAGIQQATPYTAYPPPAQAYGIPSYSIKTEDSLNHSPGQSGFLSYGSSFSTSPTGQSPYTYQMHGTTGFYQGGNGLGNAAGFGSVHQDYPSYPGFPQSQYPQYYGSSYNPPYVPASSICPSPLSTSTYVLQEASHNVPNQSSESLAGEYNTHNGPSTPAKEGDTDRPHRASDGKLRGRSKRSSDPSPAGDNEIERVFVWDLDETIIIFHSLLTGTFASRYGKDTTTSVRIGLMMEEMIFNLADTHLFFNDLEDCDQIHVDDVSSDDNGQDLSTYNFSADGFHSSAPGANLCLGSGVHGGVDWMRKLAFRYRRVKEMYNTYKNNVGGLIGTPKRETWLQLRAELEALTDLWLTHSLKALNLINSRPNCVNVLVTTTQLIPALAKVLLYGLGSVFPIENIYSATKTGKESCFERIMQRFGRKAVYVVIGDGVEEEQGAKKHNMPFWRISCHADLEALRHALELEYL
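Eya2 protein (added as 0.2 uM solution) was preincubated with compound for 10 min at ambient temperature in 50 mM HEPES pH 7.5, 50 mM NaCl, 5 uM MgCl2, 0.05% BSA, 1 mM DTT. OMFP (added at 50 uM) then reacted 10 min; fluorescence read at 485/525 nm.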
* marks the source's active call; other numbers are inactive results; ? = inconclusive; . = not tested or not shown; [ ] = dose if it differs, or a comment. Unless noted, the call rests on the fitted dose curve; in most records, active means well fitted curve in the direction sought with a large enough effect; inconclusive means small, poorly fitted or top-dose-only effect, or another doubt; inactive means no such curve, though single readings can be large; an effect the other way counts as inactive or inconclusive.

SMILES	ELG1 DNA repair	TCR activator	KCNH2 WT inh	KCNH2 3.1 inh	TSHR antagonist	Mito fusion act	USP2a inh	TRPV1 agonist	AT treatment	Eya2 inh
CCOC(=O)C1=C(c2ccccc2)NC(SCC(=O)Nc2ccc(C)cc2)=C(C#N)C1c1ccco1 (configuration not stated)	.	.	-13	1	.	4%	.	6	.	.
COc1cc(OC)cc(C(=O)N[C@H](C(=O)OCc2cc(=O)oc3cc(C)ccc23)C(C)C)c1	?	-2%[46.1 µM]	6	-8	0	9%	-1%	?	11%	-1%
CCOC(=O)c1csc(COc2ccccc2Cl)n1	?	-2%	-2	6	-11	-2%	1%	28	12%	4%
COc1ccc(-c2cn(-c3ccccc3)nc2C(=O)O)cc1OC	-4%	2%	6	1	-10	7%	5%	-1	14%	15%
CCOc1ccc(NC2=NC(C(=O)NCc3ccccc3)CC(=O)N2)cc1 (configuration not stated)	1%	2%	1	14	-6	3%	3%	-1	7%	-10%
CC1Cc2ccccc2N1S(=O)(=O)c1cccc(C(=O)NCc2ccncc2)c1 (configuration not stated)	-20%	-4%	1	-5	-14	1%	-1%	?	4%	-4%
COc1ccccc1NCC(=O)c1ccc(Cl)cc1	0%	-2%	0	-13	-6	-4%	0%	1	0%	3%
COC(=O)/C(C#N)=C/c1c(N2CCN(Cc3ccc4c(c3)OCO4)CC2)nc2c(C)cccn2c1=O	?	14%	-12	-3	-9	13%	0%	-3	0%	2%
COc1cc(C(=O)Oc2cccc(C(=S)N3CCOCC3)c2)cc(OC)c1OC	?	-3%	-2	6	-5	-3%	0%	3	5%	-1%
C1CCCCCC2(CCCCC1)OCC(CN1CCOCC1)O2 (configuration not stated)	1%	-3%	-7	-20	4	-2%	-1%	7	3%	-11%
CCn1c2ccccc2c2cc(C3C(C#N)=C(N)Oc4n[nH]c(COC)c43)ccc21 (configuration not stated)	?	4%	-11	-23	2	17%	1%	?	?	6%
NC(=O)c1ccc(NC(=O)COC(=O)CCC2CCCCC2)cc1	?	-6%	24	-1	.	.	2%	.	20%	4%
CCO[C@@H]1OC(C(N)=O)=C[C@H](c2ccccc2)[C@H]1CCCO	?	-2%	13	5	-5	0%	-6%	0	5%	?
O=C(O)COc1ccccc1/C=C1\SC(=S)N(/N=C/c2ccccc2O)C1=O	?	-4%[46.1 µM]	11	6	4	1%	7%	-3	-3%	2%
COC(=O)c1cn(NC(=O)Cc2ccc(OC)c(OC)c2)c(=O)c2ccccc12	-5%	1%	-5	9	-1	-3%	-1%	26	-1%	10%
O=C(Cn1cc(C(F)(F)F)cc(Cl)c1=O)NCc1ccc(Cl)cc1Cl	22%	0%	16	40	7	9%	1%	1	1%	-4%
CC(CCc1ccccc1)NC(=O)c1ccccc1 (configuration not stated)	14%	4%	3	-2	1	1%	0%	25	-3%	27%
OCCNc1nc(C2CC2)nc2c1nnn2Cc1ccccc1Cl	-2%	9%	6	2	-4	1%	-4%	9	5%	3%
CCCS(=O)(=O)NCCc1cc2ccc(OC)cc2[nH]c1=O	?	10%	1	-3	20	-4%	3%	-3	3%	-21%
COc1ccc(C(=O)Nc2ccccc2N2CCN(C(=O)C(C)C)CC2)cc1Cl	23µM*	-2%[46.1 µM]	-4	-3	-6	2%	3%	?	-1%	-13%
CC1=CC(C)(C)N2C(=O)C3(C(C#N)=C(N)OC4=C3C(=O)CC(C)(C)C4)c3c(C)c(C)cc1c32 (configuration not stated)	0%	.	-3	8	1	5%	1%	-6	9%	7%
Nc1nc(SCc2ccc3c(c2)OCO3)n[nH]1	.	-1%	14	-33	.	5%	.	-3	.	.
Cc1cc(NC(=O)c2ccccc2Cl)c(C(C)C)cc1O	9%	4%	0	2	-12	1%	1%	0	4%	7%
CNC(=O)COC(=O)c1ccc2c(c1)NC(=O)C1CCCN21 (configuration not stated)	12%	.	.	.	-7	8%	0%	0	1%	?
COCCCN=CC1=C(O)CC(C)(C)CC1=O	-6%	.	45	-2	16	-1%	1%	0	-2%	14%

An excerpt from above in order of the TCR activator value, low to high.
Molecule	TCR activator
NC(=O)c1ccc(NC(=O)COC(=O)CCC2CCCCC2)cc1	-6%
COc1ccc(-c2cn(-c3ccccc3)nc2C(=O)O)cc1OC	2%
CCn1c2ccccc2c2cc(C3C(C#N)=C(N)Oc4n[nH]c(COC)c43)ccc21 (configuration not stated)	4%

Further results
SMILES	ELG1 DNA repair	TCR activator	KCNH2 WT inh	KCNH2 3.1 inh	TSHR antagonist	Mito fusion act	USP2a inh	TRPV1 agonist	AT treatment	Eya2 inh
CN(C)c1ccc([N+](=O)[O-])cc1C(=O)NCC(c1ccco1)N(C)C (configuration not stated)	15%	-2%	-10	-10	17	-7%	-1%	0	-14%	1%
CCOC(=O)Cc1nn(Cc2nc(-c3ccc(C)cc3)cs2)c(=O)c2ccccc12	?	1%	-8	-23	7	-2%	-6%	.	22%	12%
CCOC(=O)CNc1nc(Cl)nc(Nc2ccc(Cl)cc2)n1	10%	5%	.	-2	20	4%	0%	-3	41%	-3%
Cc1ccc(-c2csc(N(CCO)CCCn3c(C(F)(F)F)nc4cc(C(F)(F)F)ccc43)n2)cc1	28%	-6%	-4	-21	-18	0%	-1%	3	6%	-6%
CCOC(=O)c1ccc(NC(=O)CN(c2ccc(C)cc2)S(=O)(=O)c2c(C)n[nH]c2C)cc1	-13%	-2%	-33	-9	-4	0%	0%	-4	-1%	-1%
N#Cc1ccc2ccn(CC(=O)NCc3ccco3)c2c1	-4%	0%	13	3	12	0%	3%	-2	1%	-3%
COc1ccc(C(CC(=O)O)N2C(=O)CCC2=O)cc1 (configuration not stated)	15%	1%	-4	2	-8	-9%	1%	2	?	-4%
COCCn1c(N)c(N(Cc2ccccc2)C(=O)c2ccc3ccccc3c2)c(=O)[nH]c1=O	1%	.	-3	-5	-29	3%	1%	-1	5%	-10%
CC(NCC(O)COCCC12CC3CC(CC(C3)C1)C2)c1ccccc1 (configuration not stated)	0%	2%	1	-4	4	-28%	-1%	0	2%	-6%
CCCCC(CC)COC1(c2ccccc2)OC(=O)c2ccccc21 (configuration not stated)	-5%	.	16	-8	13	0%	9%	2	-3%	-2%
Cc1cccc(NC(=O)c2nc[nH]c2C(=O)N[C@H](C)c2ccccc2)c1	?	-2%	0	-14	-6	-43%[inhibitor]	-3%	?	2%	-23%
CCCCc1nc2sc3c(SCCN(C)C)ncnc3c2c2c1CCC2	13%	-7%	0	-2	0	-8%	10%	0	-3%	14%
CN1C(=O)N(c2ccccc2)C(Nc2nncs2)C1(C)C (configuration not stated)	-3%	0%	-1	-1	-6	3%	1%	-1	2%	-2%
CCOC(=O)C1=C(N)OC2=C(C(=O)CCC2)C1c1ccco1 (configuration not stated)	0%	7%	15	1	28	0%	-7%	2	2%	6%
O=[N+]([O-])c1ccc(O)c(C=Nc2ccc3oc(Cc4ccc(Cl)cc4)nc3c2)c1	-3%	.	.	.	7	13%	-2%	0	-3%	-7%
Cc1cc2c(C)nc3ccccc3c2o1	2%	-3%[46.1 µM]	6	14	-10	0%	2%	1	.	6%
CN(C)/C=C/C(=O)c1cc(N2CCOCC2)ccc1[N+](=O)[O-]	5%	-15%	6	-14	-17	4%	0%	-6	-6%	-6%
N#Cc1ccc(-c2cccnc2)nc1SCC(=O)c1ccccc1	?	10%	-10	-11	-5	5%	?	15	7%	10%
COc1cc2c(cc1OC)C(C)N(C(=O)C1=NN(c3cccc(C)c3)C(=O)CC1)CC2 (configuration not stated)	-2%	-4%	9	-11	-1	6%	1%	0	7%	8%
CCN(C(=O)c1cc(S(=O)(=O)N2CCOCC2)cn1C)c1cccc(C)c1	-2%	-2%	-9	0	-1	-3%	1%	-1	-5%	12%
CC1CN(C(=O)COC(=O)c2cnc(Cl)c(Cl)c2)CC(C)O1 (configuration not stated)	11%	-2%	8	-7	-11	.	1%	.	19%	-18%
CCOc1ccc(Cl)cc1CSc1n[nH]c(C)n1	4%	-1%	-7	-5	0	0%	2%	3	3%	-1%

These rows are one share of the data; rates above refer to the full screens.
